Source: PubChem
eLon inh – E. coli protease La inhibition; purified E. coli Lon protease, fluorescence polarization; AID 602123; 360,000 compounds, 0.42% hits; inhibition, % at 7.94 µM; in the data active = inhibition above about 13%, passing the limit was not always enough;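 note: 0% = enzyme with probe and DMSO and 100% = no enzyme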
FAS-TE inh – FAS thioesterase (human) inhibition; recombinant FAS-TE, OMFH fluorogenic substrate, fluorescence endpoint; inhibition, % at 15 µM; 360,000 compounds, 0.67% hits; AID 602261;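 active = compounds whose normalised, plate-corrected inhibition of enzyme fluorescence in the single-dose primary screen is 50% or more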;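 note: 0% = DMSO with enzyme and 100% = substrate without enzyme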
PABP1 MLLE inh – blocks PAM2 peptide binding to the PABP1 MLLE domain; P11940; GST-MLLE / FITC-PAM2 fluorescence polarization; 360,000 compounds, 0.36% hits; inhibition, % at 20 µM; in the data active = inhibition above about 35%, passing the limit was not always enough;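 note: plate controls were DMSO wells with GST-MLLE for no effect and wells lacking GST-MLLE protein for full effect; some results filed as inactive read as strong as hits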
CendR NRP1 mod – modulators of CendR peptide binding to human neuropilin-1 | 360,000 compounds, 0.85% hits | FAM-RPARPAR peptide binding to NRP-1, fluorescence polarization | O14786 | inhibition, % at 25 µM;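 active = inhibition or corrected inhibition above about 18%, plus a signal ratio from 0.5 to 1.5, limit read from the data, passing the limit was not always enough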; note: strong numbers were not always called active
Neddyl block – inhibitors of human cullin neddylation; P61081+Q13564; TR-FRET cullin neddylation, biochemical; calls only at 25 µM; 360,000 compounds, 0.58% hits; in the data active = inhibition above about 36%
MsrA act – bovine methionine sulfoxide reductase A activation | AID 602163 | 360,000 compounds, 0.3% hits | purified bovine MsrA, absorbance read-out | activation, % at 10.6 µM; in the data active = activation above about 7.5%;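 note: 0% = vehicle and 100% = reference activator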
Rin1-Abl PPI inh – blocks binding of human Rin1 to Abl. 360,000 compounds, 0.4% hits. AID 588664. TR-FRET Rin1/Abl binding, biochemical. inhibition, % at 7.35 µM. P00519+Q13671; in the data active = inhibition above about 5%, passing the limit was not always enough
Target sequence (P00519 whole entry, looked up): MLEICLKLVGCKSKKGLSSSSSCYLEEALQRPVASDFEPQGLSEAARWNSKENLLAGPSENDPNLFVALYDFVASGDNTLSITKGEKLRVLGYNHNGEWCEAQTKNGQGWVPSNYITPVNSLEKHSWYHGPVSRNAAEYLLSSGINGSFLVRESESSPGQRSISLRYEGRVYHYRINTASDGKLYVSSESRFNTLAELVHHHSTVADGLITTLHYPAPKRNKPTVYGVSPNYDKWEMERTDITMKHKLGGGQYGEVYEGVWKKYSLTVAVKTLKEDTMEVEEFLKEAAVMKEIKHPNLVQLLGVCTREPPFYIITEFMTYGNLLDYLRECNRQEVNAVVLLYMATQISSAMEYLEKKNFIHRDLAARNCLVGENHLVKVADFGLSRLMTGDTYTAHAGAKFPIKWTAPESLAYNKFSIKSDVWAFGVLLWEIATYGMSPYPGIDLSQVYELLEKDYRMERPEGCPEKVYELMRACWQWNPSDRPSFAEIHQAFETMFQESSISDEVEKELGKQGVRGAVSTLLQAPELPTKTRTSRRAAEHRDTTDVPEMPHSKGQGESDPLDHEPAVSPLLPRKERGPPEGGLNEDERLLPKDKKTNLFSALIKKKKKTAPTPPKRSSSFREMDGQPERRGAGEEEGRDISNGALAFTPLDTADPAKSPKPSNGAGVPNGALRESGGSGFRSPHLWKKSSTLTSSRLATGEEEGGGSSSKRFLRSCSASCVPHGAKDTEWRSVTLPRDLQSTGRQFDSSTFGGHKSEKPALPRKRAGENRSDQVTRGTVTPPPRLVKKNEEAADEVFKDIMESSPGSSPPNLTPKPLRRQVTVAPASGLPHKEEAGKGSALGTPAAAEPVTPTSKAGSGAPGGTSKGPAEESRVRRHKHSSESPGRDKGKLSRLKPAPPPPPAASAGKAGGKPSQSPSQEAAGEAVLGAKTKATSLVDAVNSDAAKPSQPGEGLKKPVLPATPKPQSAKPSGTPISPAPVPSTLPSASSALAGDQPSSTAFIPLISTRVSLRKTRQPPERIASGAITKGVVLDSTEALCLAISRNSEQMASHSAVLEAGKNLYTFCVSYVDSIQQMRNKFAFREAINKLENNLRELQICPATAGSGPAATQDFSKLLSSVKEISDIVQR
Target sequence (Q13671 whole entry, looked up): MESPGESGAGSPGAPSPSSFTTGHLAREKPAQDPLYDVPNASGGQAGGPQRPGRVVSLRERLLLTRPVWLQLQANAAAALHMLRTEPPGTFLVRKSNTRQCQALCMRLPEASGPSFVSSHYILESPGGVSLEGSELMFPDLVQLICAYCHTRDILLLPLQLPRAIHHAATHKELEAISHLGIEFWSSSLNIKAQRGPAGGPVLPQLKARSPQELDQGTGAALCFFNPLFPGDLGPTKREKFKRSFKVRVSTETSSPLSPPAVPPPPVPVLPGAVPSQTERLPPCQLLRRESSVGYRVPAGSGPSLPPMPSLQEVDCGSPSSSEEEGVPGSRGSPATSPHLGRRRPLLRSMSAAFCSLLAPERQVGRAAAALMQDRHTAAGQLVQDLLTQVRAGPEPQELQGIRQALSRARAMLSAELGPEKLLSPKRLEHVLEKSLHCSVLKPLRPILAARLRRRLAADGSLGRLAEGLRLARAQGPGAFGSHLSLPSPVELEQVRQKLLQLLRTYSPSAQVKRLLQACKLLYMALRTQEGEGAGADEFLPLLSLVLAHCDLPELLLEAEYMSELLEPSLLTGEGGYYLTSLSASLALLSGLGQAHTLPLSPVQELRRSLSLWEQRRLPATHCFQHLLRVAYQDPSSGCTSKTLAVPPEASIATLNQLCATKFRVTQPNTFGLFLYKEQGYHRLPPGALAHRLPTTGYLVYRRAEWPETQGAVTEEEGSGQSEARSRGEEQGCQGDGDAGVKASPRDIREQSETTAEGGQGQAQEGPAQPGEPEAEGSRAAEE
MT1-MMP act inh – MT1-MMP (human) activation inhibition. AID 651647. HT1080 RFP-PRO-GFP cells, GFP/RFP ratio fluorescence, overnight; percent of plate control window, DMSO zero. P50281. GFP/RFP ratio change, % at 20 µM. 360,000 compounds, 0.061% hits;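 active = GFP/RFP ratio change of at least 30% with cell ATP level not reduced by more than half and red fluorescence within 50% of control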; note: strong numbers were not always called active
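Assay system: RFP-PRO-GFP reporter HT1080 cells; read-out basis: GFP/RFP fluorescence ratio; benchmarks: DMSO wells and RFP-L50D-GFP cells; doses: 20 µM single dose, 1% DMSO; schedule: overnight cell settling, then overnight compound exposure, 37 °C, 5% CO2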
SKN-1 block – inhibitors of C. elegans SKN-1. 360,000 compounds, 0.49% hits. C. elegans VP596 Pgst-4::GFP/RFP ratio, acrylamide-induced, 24 h. AID 624304. inhibition, % at 21.8 µM;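 active = interference check ratio from 0.5 to 1.5 plus GFP to RFP signal ratio inhibition reaching or exceeding a fixed threshold, cut at about 30% in these data, passing the limit was not always enough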; note: some compounds called inactive have numbers as strong as hits
The depositor's hits bear a star; i = inactive; / = no result given.

SMILES	eLon inh	FAS-TE inh	PABP1 MLLE inh	CendR NRP1 mod	Neddyl block	MsrA act	Rin1-Abl PPI inh	MT1-MMP act inh	SKN-1 block
CCOC(=O)Cc1csc(NS(=O)(=O)Cc2ccccc2)n1	-7	-4	1	-5	i	-2	2	0	-4
CC(=O)c1cccc(N(C(=O)c2ccco2)C(C(=O)NC2CCCC2)c2ccncc2)c1 (stereo not drawn)	0	-9	7	-3	i	-6	4	1	-19
CSc1ccccc1NC(=O)Nc1ccccc1	-2	-2	-1	0	i	-4	1	-2	9
Cc1nnc(NC(=O)c2oc3ccccc3c2C)s1	3	-3	-1	0	i	-9	1	4	-6
CCCCNC(=O)C(C#N)c1nc2ccccc2nc1N1CCN(c2ccccc2F)CC1 (stereo not drawn)	-7	14	9	-1	i	-3	0	-18	-20
CCN1CNC(=S)N(CCc2ccccc2)C1	17	-8	-110	11	i	-7	3	1	6
O=C1NN(c2ccc(Cl)c(Cl)c2)C(=O)/C1=C/c1ccc(-c2ccccc2C(=O)O)o1	0	0	24	-73	i	-14	-1	-6	-1
CC(C)Cn1c(O)c(/C=C2\C=NN=C2c2ccccc2)sc1=S	2	-38	6	7	i	-3	-1	6	9
Cc1cc2nnc(SCC(=O)OC(C)C)n2c2ccccc12	-1	-6	1	7	i	-3	-1	5	-11
C(=NOCCc1ccccc1)c1ccncc1	-5	-1	6	3	i	-11	3	-3	6
CC(C)(C)c1ccc(OCCC(=O)Nc2cccc(S(=O)(=O)N3CCCCC3)c2)cc1	-7	48	10	-2	i	-1	-1	-24	-2
O=C(O)c1ccccc1-c1ccccc1C(=O)Nc1ccc2oc(=O)c3ccccc3c2c1	0	1	13	-14	i	-1	2	-2	-10
CC(C)(C)NC(=O)NC(=O)C[n+]1ccc(Cc2ccc([N+](=O)[O-])cc2)cc1	-7	-1	19	1	i	3	-3	0	3
CCCCN(CC)CCNC(=O)C1c2cc(OC)c(OC)cc2C(=O)N2CCc3ccccc3C12 (stereo not drawn)	-7	-6	3	4	i	0	1	0	-11
COc1ccc(CN(C(=O)c2ccco2)C2CC(C)N(C)CC2C)cc1 (stereo not drawn)	2	-8	-6	9	i	-1	0	-7	-9
Nc1nc(SC2c3cccc4cccc(c34)C2NS(=O)(=O)c2ccccc2)n[nH]1 (stereo not drawn)	-11	-12	5	-8	i	-3	-1	-1	3
COc1c(C)cc(NC(=O)c2ccc3c(c2)NC(=O)CO3)cc1C	-7	0	-3	-3	i	-4	3	3	3
CC(NC(=O)c1ccc(CS(C)(=O)=O)cc1)c1cccc2ccccc12 (stereo not drawn)	5	1	-17	0	i	0	2	3	12
C=C(C)C(=O)Nc1cccnc1Oc1ccc(F)cc1F	8	-3	2	4	i	-2	0	-3	15
O=C(O)CCCCCNC(=O)Cn1nnc2ccccc2c1=O	4	-5	2	-5	i	-9	1	2	5
Cc1cccc(NC(=O)CSc2nnc(-c3ccncc3)n2CC2CCCO2)c1 (stereo not drawn)	5	-3	-5	0	i	-8	0	1	6
Cc1ccccc1NC(=O)/C(=C\c1cccs1)NC(=O)c1ccccc1	4	-1	-7	12	i	-12	-1	-4	-9
COc1ccc(NC(=O)c2cc3ccccc3o2)cc1	11	2	3	6	i	-9	0	4	16
O=C1C=C(OCCF)CC(c2cccc(Cl)c2)O1 (stereo not drawn)	/	/	/	14	i	/	/	0	-4
Cc1ccccc1-c1ccc(C(=O)Nc2cccc(F)c2)o1	-10	22	13	-5	i	-7	0	0	14
O=C(NC(Cc1ccccc1)C(=O)O)/C(=C\c1cccc([N+](=O)[O-])c1)NC(=O)c1ccco1 (stereo not drawn)	3	8	-10	-6	i	-13	3	-3	-5
Cc1ccccc1N(CC(=O)N/N=C/c1ccc(F)cc1)C(=O)c1ccccc1	5	8	13	-6	i	0	1	6	-3
CCCCCCN1C[C@H](O)[C@@H](n2cc(C3CC3)nn2)C[C@@H]1c1ccc(C)cc1	-8	15	12	-9	i	0	-5	-4	-8
Cc1ccc2nc(SCc3cccc([N+](=O)[O-])c3)nc(C)c2c1	-16	20	0	-15	i	-4	-2	1	25
Cc1nc2[nH]c(=O)n(O)c(=O)c2s1	1	-7	9	-31	i	0	4	1	-4

Taken from above:
Under MT1-MMP act inh, CCCCN(CC)CCNC(=O)C1c2cc(OC)c(OC)cc2C(=O)N2CCc3ccccc3C12 (stereo not drawn) is listed with 0
Under MT1-MMP act inh, Nc1nc(SC2c3cccc4cccc(c34)C2NS(=O)(=O)c2ccccc2)n[nH]1 (stereo not drawn) is listed with -1

Other structures follow:
SMILES	eLon inh	FAS-TE inh	PABP1 MLLE inh	CendR NRP1 mod	Neddyl block	MsrA act	Rin1-Abl PPI inh	MT1-MMP act inh	SKN-1 block
COc1c(C)cc(Br)cc1C(=O)Nc1ccc(Cc2ccncc2)cc1	0	23	9	0	i	-1	3	-4	6
COc1ccccc1NS(=O)(=O)c1ccc2c(c1)OCCO2	-3	-2	11	2	i	-2	1	-12	-6
CC(C)n1c(Nc2ccccc2)nc2ccccc21	-2	-6	3	14	i	-4	-3	7	8
CCNc1ncnc2c1cnn2C	13	-3	-2	4	i	1	-1	2	1
O=C(NCc1ccco1)c1cc(S(=O)(=O)N2CCCC2)ccc1Cl	7	-6	8	6	i	-9	0	1	-12
CCOc1cccc2sc(N(CCN(C)C)C(=O)c3ccc4ccccc4c3)nc12	-1	5	-8	0	i	4	-2	-1	17
COc1cc(NC(=O)C[n+]2ccc(C(=O)c3ccccc3)cc2)cc(OC)c1	-8	-3	-2	4	i	2	1	0	-1
COc1cccc(CN(CC(=O)NCc2ccco2)C(=O)CNS(=O)(=O)c2ccccc2)c1	-11	-5	11	0	i	-2	1	2	-2
CC12CCC(C(=O)NCc3ccc(F)cc3)(OC1=O)C2(C)C (stereo not drawn)	7	-7	4	-3	i	-1	2	-2	-7
O=C1CC(/C=C/c2ccco2)=Nc2ccccc2N1	-7	-12	34	0	i	0	4	-7	9
CCCCCCCCCCCCCCCC(=O)OC(CC(=O)O)C[N+](C)(C)C (stereo not drawn)	-1	-27	-2	-8	i	-6	-2	0	0
Cc1ccc(S(=O)(=O)N2CCOCC2)cc1NC(=O)CSc1nccn1C	-9	-3	0	-8	i	0	-2	4	9
C[C@@H](C(=O)CC(=O)OC(C)(C)C)[C@@H](O)c1ccccc1	-13	-10	11	3	i	-2	1	-1	-5
O=C(O)CNS(=O)(=O)/C=C/c1ccccc1	-5	-1	-9	9	i	-5	-1	-2	-11
COC(=O)C1=CN(c2ccc(N3CCOCC3)cc2)C(N)=C(C#N)C1c1ccccc1 (stereo not drawn)	/	/	/	5	i	/	/	3	22
CCc1ccc(OCC(=O)NNCC(=O)Nc2ccc(OC)cc2)cc1	8	-4	15	-3	i	-6	0	2	14
O=[N+]([O-])c1ccc(Cl)c(S(=O)(=O)/N=C(/c2ccccc2)N2CCOCC2)c1	-11	-2	3	-7	i	-6	1	3	-1
O=C(C=Cc1cccc(Cl)c1)c1ccccc1	-4	2	6	0	i	-1	4	-1	20
NC(=O)NNc1cccc(Cl)n1	1	-8	8	2	i	-4	2	-1	-9
Cc1c(C#N)c(O)n(CCO)c(=O)c1N=Nc1ccc2c(c1)COC2=O	-13	11	-20	-15	i	-4	-12	5	48*
O=C(NN1C(=O)c2ccccc2NC12CCCCC2)c1ccccc1	6	-6	-4	8	/	-3	0	-3	-10
Cc1cccc(C(=O)Nc2ccccc2NC(=O)c2cccc(C)c2)c1	9	13	4	0	i	-9	1	0	-11
Cc1oc(-c2ccccc2F)nc1CS(=O)(=O)CC(=O)N1CCCCCC1	-12	-7	18	-3	i	-2	5	5	-7
COCCCNCC(=O)c1c(N)n(Cc2ccccc2)c(=O)n(C)c1=O	-4	-8	-6	-2	i	-6	-2	-1	-10
CCc1ccc(O)c(N=Cc2ccccc2O)c1	-9	-6	-16	-76	i	-3	3	-39	10
C#CCNC(=O)C1=C[C@H](c2ccc(C(F)(F)F)cc2)C[C@H](OCCCCO)O1	-7	-1	8	4	i	-2	-1	-1	10
O=C(COC(=O)c1cc(S(=O)(=O)N2CCOCC2)ccc1Cl)NCc1ccco1	-16	0	-24	-1	i	3	1	-2	5
COc1ccc2cc(C)c3nnc(SCc4cccnc4)n3c2c1	-5	-2	-27	6	i	-4	-1	-2	13
NS(=O)(=O)c1ccc(NC(=O)CSc2ccccn2)cc1	8	-3	3	-7	i	3	-1	-2	29
CCN(CC)S(=O)(=O)c1ccc(N2CCCCC2)c(NC(=O)/C=C/c2cc(OC)c(OC)c(OC)c2)c1	8	48	-1	2	/	-4	0	5	5

Arranged by value in SKN-1 block (largest number first): some entries from above.
SMILES,eLon inh,PABP1 MLLE inh,CendR NRP1 mod,Neddyl block,MsrA act,Rin1-Abl PPI inh,MT1-MMP act inh,SKN-1 block
Cc1cccc(NC(=O)CSc2nnc(-c3ccncc3)n2CC2CCCO2)c1 (stereo not drawn),5,-5,0,i,-8,0,1,6
CCN(CC)S(=O)(=O)c1ccc(N2CCCCC2)c(NC(=O)/C=C/c2cc(OC)c(OC)c(OC)c2)c1,8,-1,2,/,-4,0,5,5
CC(C)(C)NC(=O)NC(=O)C[n+]1ccc(Cc2ccc([N+](=O)[O-])cc2)cc1,-7,19,1,i,3,-3,0,3
O=C1C=C(OCCF)CC(c2cccc(Cl)c2)O1 (stereo not drawn),/,/,14,i,/,/,0,-4

Further structures.
SMILES	eLon inh	FAS-TE inh	PABP1 MLLE inh	CendR NRP1 mod	Neddyl block	MsrA act	Rin1-Abl PPI inh	MT1-MMP act inh	SKN-1 block
CCC(C)(C)n1nnnc1CN1CCC(NC(=O)c2ccccc2C)CC1	-6	-2	1	11	i	1	1	1	4
N#Cc1nc(COc2cccc(Cl)c2)oc1N1CCN(c2ccccc2)CC1	-8	20	1	-7	i	-3	-3	4	1
CCOC(=O)c1cc(-c2ccccc2)nn1Cc1cc(CC)no1	0	16	4	5	i	-5	0	4	9
CN(C)S(=O)(=O)c1cc(NC(=O)CN2CCCc3ccccc32)ccc1Cl	-142	3	-40	-43	i	-5	-9	-10	12
CC(C)OCCCNC(=O)c1cc(S(=O)(=O)N2CCCCC2)c[nH]1	4	-6	0	1	i	0	-1	2	4
COc1ccccc1NC(=S)NNC(=O)c1nn(C)c(C)c1Cl	-8	-13	13	-5	i	-4	1	2	-4
O=C(COC(=O)CCc1ccccc1)Nc1cc([N+](=O)[O-])ccc1F	-4	73*	-1	8	i	7	2	3	13
CCCCC(=O)N1C(C)CCC1C (stereo not drawn)	2	-8	-11	-11	i	-2	-1	2	25
Cc1cc(-c2ccc(Cl)s2)n[nH]1	-2	-6	26	-1	i	-6	0	14	27
N/N=C(\Cc1cscn1)c1ccc(O)cc1O	-10	-5	-9	-1	i	-5	-1	-3	-4
CCCCN1C2CCCC1CC(NC(=O)c1ccccc1Cl)C2 (stereo not drawn)	2	-3	7	14	i	-4	-1	-2	-2
CC1CC2(C)CC(C)C1(COC(=O)Nc1ccccc1)CO2 (stereo not drawn)	2	-4	3	6	i	-2	1	1	2
O=C(Nc1ccccc1C(=O)N1CCOCC1)C1CCC(=O)N1C1CCCC1 (stereo not drawn)	2	-6	-8	1	i	-1	0	-1	4
Cc1ccc(CNC(=O)c2ccc3c(=O)[nH]c4c(C(=O)NCC5CCCO5)sc(=S)n4c3c2)cc1 (stereo not drawn)	-1	-7	5	-41	i	-1	-2	7	-4
O=[N+]([O-])c1ccc(Oc2ccc(/C=N/O)cc2)nc1	6	5	14	-13	i	-4	4	4	-3
O=C(/C=C/c1ccco1)Nc1ccccc1N1CCCC1	0	16	17	2	i	-2	-1	-4	8
COc1ccc(N2CC(C(=O)Nc3ccc([N+](=O)[O-])cc3Br)CC2=O)cc1 (stereo not drawn)	3	8	-4	22	i	-5	-1	-5	-14
N#Cc1ccc(N2CCCC2C(=O)O)c([N+](=O)[O-])c1 (stereo not drawn)	-11	-7	0	-10	i	-4	0	-5	12
CCOC(=O)CNC(=O)CSc1nc2sc(C)c(C)c2c(=O)n1C	2	-8	-40	-6	i	-3	0	0	5
